# FUS yeast rescue – FUS proteinopathy suppression in yeast. actives 0.24% (n = 390,000). S. cerevisiae FUS-expressing, growth rescue, OD600, 24 h. Potency, µM (top dose mostly 76.6 µM), without a hit: at the top dose growth rescue (activation), most hits filed as activators;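 note: potency is the fitted concentration of half-maximal effect; plate controls were DMSO vehicle for no effect and reference control for full effect; nearly all actives have a fitted effect of over 55% in size; some results filed as inactive show a strong effect at the top dose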
#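 Cultures pregrown in 2.5% raffinose medium are shifted to minimal medium containing 2% galactose to express toxic FUS. Compounds are tested at several concentrations. After 24hr at 30C, growth is quantified at 600 nm absorbance.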
# DRD3 antagonist – D3 dopamine receptor (human) antagonism; P35462; D3R cells, DiscoveRx beta-arrestin luminescence, antagonist mode; stronger effect = lower value; max response, negative = inhibition, %; actives 2.5% (n = 360,000); AID 652054; in the data active = max response below about -50%; inconclusive = no clear call, values can overlap the other calls; note: % is set by controls: 0 for no effect and ±100 for the full control effect; mostly tested at two doses, the higher about 12 µM
# Target sequence (P35462 whole entry, looked up): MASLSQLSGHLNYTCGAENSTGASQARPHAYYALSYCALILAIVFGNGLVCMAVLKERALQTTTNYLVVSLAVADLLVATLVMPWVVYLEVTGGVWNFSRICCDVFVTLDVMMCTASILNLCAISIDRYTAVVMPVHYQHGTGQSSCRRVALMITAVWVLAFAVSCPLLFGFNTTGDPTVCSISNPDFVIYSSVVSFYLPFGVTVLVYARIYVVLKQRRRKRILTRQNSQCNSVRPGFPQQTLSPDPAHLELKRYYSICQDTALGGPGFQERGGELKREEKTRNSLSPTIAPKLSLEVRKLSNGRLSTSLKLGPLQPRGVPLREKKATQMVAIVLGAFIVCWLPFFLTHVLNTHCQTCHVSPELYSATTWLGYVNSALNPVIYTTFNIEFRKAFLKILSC
#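 Cells plated overnight at 1500 cells/well, then exposed to library compounds with dopamine controls for 90 minutes at 37 degrees C. DiscoveRx reagent added for 30–60 minutes at room temperature; luminescence read, quantitative HTS format.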
# TDP-43 yeast inh – TDP-43 toxicity inhibition in yeast; TDP-43 expressing yeast growth rescue, BacTiter-Glo, 24 h; actives 1.8% (n = 410,000); Potency, µM (highest dose often 46.1 µM), for the others: top-dose growth rescue (activation), usual class: activators; AID 652104; note: potency is the fitted concentration of half-maximal effect; % of control where 0% means no effect; nearly all actives have a fitted effect of over 50% in size
#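 Readout is BacTiter-Glo luminescence of cell growth, so inhibitors register as activators. TDP-43-expressing yeast at OD600=0.02 in galactose medium, after raffinose pregrowth to mid-log, were incubated with compound for 24 hr at 30 deg C.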
# D3 ag – agonists of human D3 dopamine receptor; D3R DiscoveRx beta-arrestin cells, luminescence, 90 min; P35462; actives 0.58% (n = 410,000); max activation, %; in the data active = max activation above about 30%; note: 0% is about no effect; mostly tested at two doses, the higher about 12 µM
#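 Cells at 1500/well, incubated overnight, then treated with pinned compounds (dopamine as control) for 90 min at 37 degrees C. DiscoveRx reagent added for 30 - 60 minutes at room temperature; luminescence read.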
# EPAC2 ag – EPAC2 (human) agonism; Q8WZA2; EPAC2 activation, biochemical qHTS; response scale: 100% = 6.5 mM cAMP response; Potency, µM (highest dose often 154 µM), for the others: at the highest dose activation, hits mostly activators; actives 0.079% (n = 360,000); AID 720711; note: potency is the fitted concentration of half-maximal effect; nearly all actives have a fitted effect of over 50% in size
#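 Compounds were titrated in qHTS against a Rap1B-BODIPY-GDP (250 nM) complex with EPAC2 (100 nM) and GDP (50 uM). BODIPY-GDP release tracked at 480/540 nm over 30 min at room temperature, normalized to 6.5 mM cAMP.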
# Abeta yeast res – A-beta toxicity reversal in yeast | Potency, µM (highest dose often 46.1 µM), for inactives: at the top dose growth rescue, most hits filed as activators | actives 0.063% (n = 410,000) | yeast expressing A-beta42, growth rescue, OD600, 48 h; response scale: 0% DMSO, 100% iron-clioquinol control; note: potency is the fitted concentration of half-maximal effect; nearly all actives have a fitted effect of over 55% in size
#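 Growth rescue measured by 600 nm absorbance after 48 h yeast culture at 30 C with compound. Values normalized between DMSO and an equimolar ferric chloride plus clioquinol control.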
# EPAC2 antagonist – antagonists of human EPAC2; Q8WZA2; EPAC2 GEF exchange of Rap1B-BODIPY-GDP, fluorescence; Potency, µM (top dose mostly 114 µM), without a hit: top-dose activity, negative = inhibition, hits mostly inhibitors; actives 0.18% (n = 360,000); note: potency is the fitted concentration of half-maximal effect; % is set by controls: 0 for no effect and ±100 for the full control effect; nearly all actives have a fitted effect of over 45% in size; many of its hits are not listed in these tables
# aSyn rescue – inhibitors of alpha-synuclein toxicity in yeast; Yeast expressing alpha-synuclein, growth rescue, BacTiter-Glo, 24 h; Potency, µM (top dose mostly 46.1 µM), for inactives: at the top dose growth rescue (activation), actives largely listed as activators; actives 0.14% (n = 370,000); note: potency is the fitted concentration of half-maximal effect; % of control where 0% means no effect; nearly all actives have a fitted effect of over 65% in size
#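 Galactose-induced alpha-syn yeast (OD600=0.02, raffinose-pregrown) + pinned cpd, 24 hr, 30 deg C; growth by BacTiter-Glo luminescence. Growth restoration scores as activation.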
# * hit, by the source's call; ? = inconclusive; . = not tested or not shown; [ ] = another dose, or the depositor's remark. Unless noted, calls come from the whole dose curve; as a rule, active = well fitted curve in the direction sought with a large enough effect; inconclusive = small, poorly fitted or top-dose-only effect, or another doubt; inactive = no such curve, though single readings can be large; an effect the other way counts as inactive or inconclusive. A portion of the library (hit frequency here may not be typical).
# Every second line gives: DRD3 antagonist	TDP-43 yeast inh	Abeta yeast res	aSyn rescue	EPAC2 ag	EPAC2 antagonist	FUS yeast rescue	D3 ag
CCCS(=O)(=O)c1nc(S(=O)(=O)c2ccc(C)cc2)c(N2CCCCC2)s1
  2	16%	6%	1%	16%	0%	?	-2
CCOC(=O)C(=NC1CCS(=O)(=O)C1)NNc1cc(Cl)ccc1Cl (stereo unspecified)
  -14	7%	3%	1%	4%	-22%	17%	-12
CCc1cc2c(=O)c(-c3nc4ccccc4n3C)c(C)oc2c(CN(CC)CC)c1O
  3	9%	10%	-13%	-4%	11%[57.1 µM]	21%	5
CC1(C)N=C(c2ccccc2)C(=O)N1
  14	8%	0%	0%	1%	5%	6%	10
CN1CCN(C(=O)CCc2ccc(S(=O)(=O)NC3CCCCC3)cc2)CC1
  1	-6%	-2%	6%	-6%	4%	13%	-6
Cc1ccc(N2CCN(C(=O)Cc3c(C(=O)O)c(C)cn3C)CC2)c(C)c1
  .	14%	2%	.	.	.	31%	1
O=C(NCCO)c1ccc(-c2nnc(Nc3ccc(O)cc3)c3ccccc23)cc1
  4	20%	11%	1%	2%	2%	-28%	-3
CC(C)CNC(=S)NC(=O)c1ccc(Cl)cc1Cl
  16	20%	?	-5%	4%	2%	-9%	6
Cc1oc(C(=O)O)cc1COc1cccc2cccnc12
  3	3%	10%	4%	-3%	-3%	29%	-3
Cc1ccc(S(=O)(=O)CCC(=O)OCC(=O)NCc2ccc(F)cc2)cc1
  -21	10%	-9%	-3%	4%	6%	-19%	-4
COC(=O)CC(NC(=O)C1CC1)c1ccc2c(c1)OCO2 (stereo unspecified)
  -9	-11%	0%	-8%	-4%	-1%	26%	-1
NC(=O)c1nsc(C(=O)N(Cc2ccc(F)cc2)C(C(=O)NCC2CCCO2)c2ccc(O)cc2)c1N (stereo unspecified)
  ?	18%	-15%	-2%	1%	-4%	-3%	3
CCn1c(NC(=O)c2cccc(Cn3cc(Cl)cn3)c2)nc2ccccc21
  29	0%	4%	-7%	-1%	0%	6%	8
CC(C)[C@H](NC(=O)c1ccco1)C(=O)NCc1ccccc1
  -2	-20%	0%	-1%	14%	1%	7%	-6
CC1CCC(NC(=O)Cn2c(=O)oc3ccccc32)CC1 (stereo unspecified)
  -51*	6%	18%	-4%	10%	-4%	23%	-8
O=C(O)c1ccccc1-c1ccc(/C=C2\SC(=O)N(c3ccccc3)C2=O)o1
  -4	0%	3%	6%	-5%	-22%	-1%	3
Cc1cc(N)n(-c2ncnc3scc(-c4ccc(Cl)cc4)c23)n1
  5	17%	0%	7%	1%	3%	21%	5
CCc1c(C2(O)CCCCC2)[nH]c2cnccc12
  -53*	1%	-13%	0%	9%	8%	-13%	-7
CCOC(=O)[C@]12CCC=C1N(Cc1ccc(Cl)cc1Cl)C(=O)[C@H](CC(=O)NCCC(C)C)C2
  0	-4%	7%	27%	-5%	-2%	35%	4
CCO[C@H]1OC(C(N)=O)=C[C@@H](C(C)(C)C)[C@@H]1CCCO
  -11	12%	4%	-1%	4%	6%	-12%	-7
Cc1ccc(N(CC(=O)N/N=C/c2cc(C)n(-c3ccccc3)c2C)S(C)(=O)=O)c(C)c1
  ?	10%	-8%	8%	19%	-11%	-5%	-7
COc1cccc(NC2=Nc3cccc4cccc2c34)c1
  -1	18%	21%	-11%	15%	3%	.	-2
Cn1cnc2nc[nH]c2c1=S
  -7	17%	4%	-6%	0%	-3%	.	7
CC(C(=O)NC1CCCCC1)N1CCN(C)CC1 (stereo unspecified)
  0	-13%	-3%	-5%	5%	7%	-7%	-13
COc1ccc(NC(=O)CN2CCN(C(C)=O)CC2)cc1S(=O)(=O)N1CCOCC1
  11	-6%	-3%	3%	-6%	4%	18%	-5
Cc1nn(C(C)C)c(C)c1CN1CCCC(C(=O)c2cccc(OC(C)C)c2)C1 (stereo unspecified)
  -21	-14%[0.397 µM]	-2%	-2%	-1%	-6%	5%	-17
Cc1sc(NC(=O)CSc2nc(N)n(CC(=O)c3ccccc3)n2)c(C#N)c1C
  4	10%	25%	-5%	23%	-12%	20%	-1
Cc1ccc(S(=O)(=O)NCCNC(=O)c2ccccc2)cc1
  -23	-7%	-5%	-3%	5%	-1%	-4%	-12
COc1cccc(-c2nc(C(=O)NCC3CCCO3)cc3c2[nH]c2ccccc23)c1 (stereo unspecified)
  70	20µM*	10%	?	7%	2%	37%	10
COc1ccc([C@@H]2[C@@H]3C(=O)N(C(C)(C)C)C(=O)[C@@H]3[C@]3(Cc4ccc(Cl)cc4)C(=O)N(c4cccc(C)c4)C(=O)N23)cc1
  -24	12%	-2%	3%	-7%	4%	?	-15
CC(C(=O)N1CCN(c2ccccc2)CC1)c1ccc([N+](=O)[O-])cc1 (stereo unspecified)
  -3	26%	-9%	15%	6%	-6%	-13%	-8
CCC(C)Sc1nc2ccccc2n1CC(=O)O (stereo unspecified)
  12	-12%	-1%	1%	0%	10%	17%	2
COc1ccc(N(Cc2ccco2)C(=O)c2ccccc2F)cc1OC
  -23	15%	8%[9.22 µM]	3%	12%	-6%	-36%	-1
Cc1c(C(=O)OCC(=O)N(C)CC(=O)Nc2ccc(F)cc2)oc2ccccc12
  -2	5%	-21%	-5%	14%	-5%	-8%	1
O=C(NCCCCCNC(=O)c1ccco1)c1ccco1
  8	-8%	-3%	-3%	2%	16%	19%	-2
O=C(CCc1nc2ccccc2c(=O)[nH]1)Nc1nnc(SCc2ccc(F)cc2)s1
  2	22%	-10%	-3%	-4%	1%	14%	3
CC(C)c1ccc(/C=N/NC(=O)c2ccccc2Cl)cc1
  -1	7%	2%	1%	5%	-7%	-19%	-7
O=C(O)c1ccc(C(=O)Nc2cccc(NC(=O)C3CCCO3)c2)cc1 (stereo unspecified)
  ?	-30%	4%	0%	0%	0%	47%	-15
COc1cccc(/C=N/NC(=O)CN2C(=O)NC3NC(=O)NC32)c1 (stereo unspecified)
  16	8%	12%	5%	-3%	10%	.	8
Cc1ccnc(Nc2nc(-c3ccccc3)cs2)c1
  -1	?	-3%	-22%	-3%	-2%	-2%	1
C/C=C/c1ccc(OCC(O)CNCC(c2ccc(OC)cc2)N(C)C)c(OC)c1 (stereo unspecified)
  -12	-9%	4%	0%	3%	1%	26%	-19
O=C(/C=C/c1ccco1)NC(=S)Nc1cccc(C(=O)O)c1
  -5	-21%	-15%	-3%	11%	8%	40%	-4
Cc1ncc(N=Nc2ccc(F)cc2)c(-c2ccc(Cl)cc2)n1
  0	18%	5%[9.22 µM]	-2%	2%	-1%	-44%	2
Cc1nn2c(CN(C(=O)c3ccco3)c3ccccc3)nnc2c2ccccc12
  -4	-4%	7%	9%	-3%	-8%	.	3
Cn1ncc([N+](=O)[O-])c1C(=O)Nc1nccs1
  5	20%	2%	0%	-2%	18%	.	3
CC(C)[C@H](NC(=O)OC(C)(C)C)C(=O)NCC1CCC(C(=O)N[C@@H](Cc2ccccc2)C(=O)O)CC1 (stereo partly specified)
  7	4%	0%	3%	4%	4%	25%	8
COc1ccc(Nc2oc(/C=C/c3cccc(OC)c3)nc2C#N)cc1
  .	23%	-6%	.	.	.	?	2
C[N+](C)(C)C[C@H](O)CC(=O)O
  0	?	10%	0%	-2%	16%	-45%	12
CC12C=CC(=O)C=C1CCC1C3CCC(O)(C(=O)CO)C3(C)CC3OC312 (stereo unspecified)
  0	-5%	-9%	3%	-1%	2%	2%	1
Cc1ccc(-c2cc(C(F)(F)F)c(C#N)c(SCC(=O)Nc3ccccc3)n2)cc1
  .	19%	-12%	.	.	.	-24%	3
O=C(Nc1nnc(C23CC4CC(CC(C4)C2)C3)s1)c1ccco1
  -6	-8%	1%	-5%	0%	18%	4%	-7
OCCC1CN(Cc2cccn2-c2ncccn2)CCN1Cc1ccccc1 (stereo unspecified)
  -11	-13%	5%	-3%	10%	-1%	-8%	-9
CCn1cc(/C=N/NS(=O)(=O)c2ccc(OC)cc2)c(C)n1
  14	14%	18%	-2%	2%	3%	-3%	0
COc1ccc(CN(C(=O)/C=C/C(=O)c2ccc(OC)cc2O)C(C(=O)NC2CCCCC2)c2ccncc2)cc1 (stereo unspecified)
  -13	28%	-10%	35µM*	-1%	0%	.	-1
COc1ccc(OC)c(S(=O)(=O)CC(O)COc2ccccc2Cl)c1 (stereo unspecified)
  6	27%	13%	1%	0%	-15%	9%	5
COc1cc(C(=O)N2CCN(C(=O)COc3ccc4ccccc4c3)CC2)cc(OC)c1OC
  10	-7%	0%	5%	-7%	-1%	36%	3
CC(=O)N1C2=CCCC3CCCCC23c2ccccc21 (stereo unspecified)
  0	?	-6%	12%	15%	-22%	.	-10
CC1=CC(C)(C)N(C(=O)c2ccccc2)c2ccc(C)cc21
  0	-2%	0%	?	-3%	?	-12%	-2
COC(=O)CN1C(=O)COc2ccc(S(=O)(=O)NCc3ccc(Cl)cc3)cc21
  -12	8%	20%	1%	13%	5%	-6%	-1
Cc1ccc(C)c(N2CCN(C(=O)CCc3nc(-c4cccc(Br)c4)no3)CC2)c1
  26	15%	0%	9%	5%	6%	4%	20

# A second format for part of the listing above.
COc1ccc(Nc2oc(/C=C/c3cccc(OC)c3)nc2C#N)cc1
  DRD3 antagonist: .; TDP-43 yeast inh: 23%; Abeta yeast res: -6%; aSyn rescue: .; EPAC2 ag: .; EPAC2 antagonist: .; FUS yeast rescue: ?; D3 ag: 2
C[N+](C)(C)C[C@H](O)CC(=O)O
  DRD3 antagonist: 0; TDP-43 yeast inh: ?; Abeta yeast res: 10%; aSyn rescue: 0%; EPAC2 ag: -2%; EPAC2 antagonist: 16%; FUS yeast rescue: -45%; D3 ag: 12

# Next structures:
# Every second line gives: DRD3 antagonist	TDP-43 yeast inh	Abeta yeast res	aSyn rescue	EPAC2 ag	EPAC2 antagonist	FUS yeast rescue	D3 ag
O=C(CCN1CCN(C/C=C/c2ccccc2)CC1)Nc1ccccc1Cl
  ?	9%	25%	7%	8%	-2%	-3%	16
CC1=NC(=O)C(N=Nc2ccccc2C(=O)O)N1c1ccccc1 (stereo unspecified)
  51	3%	-10%	-16%	-6%	-29%	?	32*
CCSc1nsc(NC(=O)Nc2ccccc2F)n1
  1	16%	22%	-5%	0%	-4%	0%	-1
CN(C)C(CNC(=O)c1cccc(C#N)c1)c1ccco1 (stereo unspecified)
  10	.	-7%	-5%	1%	1%	-3%	-4

# High-throughput results deposited in PubChem by National Center for Advancing Translational Sciences (NCATS).
